# From PubChem
# Cl transport mod: KCC2 cotransporter modulators, thallium flux, primary screen, cell-based, HEK293 KCC2, FluoZin-2 fluorescence, MLSMR; Solute carrier family 12 member 5 (Homo sapiens), Q9H2X9; KCC2 cells, thallium flux FluoZin-2 fluorescence; B-score of Tl+ flux slope (higher = more flux/activation; lower = inhibition) at 10 µM; 190,000 tested, 2.2% active; AID 1456, 2008;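 active means thallium flux slope and its plate-corrected score both differing from the plate sample mean at a set confidence after two filtering rounds, in either direction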;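 further: slope of fluorescence scaled to starting intensity during 10 to 20 s after thallium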
# FXIIa inh 1536: human FXIIa protease inhibitors, primary screen, biochemical, 1536-well; Coagulation factor XII (Homo sapiens), P00748; purified FXIIa, Boc-QGR-AMC fluorogenic substrate, 2 h; inhibition, % at 5 µM; 220,000 tested, 0.3% active; AID 800, 2007; in the data active means inhibition above about 40%;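 further: 0% = enzyme with no compound and 100% = blank without enzyme; many of its hits are not listed in these tables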
# TNF necrop inh: inhibitors of TNF-alpha triggered necroptosis, primary screen, cell-based, Jurkat FADD-/-, single concentration. Jurkat FADD-/- TNF necroptosis rescue, ATP luminescence, 24 h; 0 = TNF only, 100 = no-TNF cells. activation (protection from cell death), % at 10 µM. 220,000 tested, 0.068% active;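 active means activation, meaning protection from cell death, of at least 50% relative to plate controls; inactive means activation below 50%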;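 further: necroptosis triggered by 40 ng/mL TNF-alpha added together with compound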
# FXIa inh: human FXIa protease inhibitors, primary screen, biochemical, 1536-well; Coagulation factor XI (Homo sapiens), P03951; purified FXIa, Boc-Glu-Ala-Arg-AMC fluorogenic substrate; inhibition, % at 5 µM; 220,000 tested, 0.14% active; AID 798, 2007;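 active means inhibition of at least 40%; inactive means inhibition below 40%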;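 further: fluorescence of freed AMC excited at 355 nm; 0% = enzyme without compound and 100% = no enzyme blank; many of its hits are not listed in these tables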
# Target sequence (P03951 19-387 limits assumed): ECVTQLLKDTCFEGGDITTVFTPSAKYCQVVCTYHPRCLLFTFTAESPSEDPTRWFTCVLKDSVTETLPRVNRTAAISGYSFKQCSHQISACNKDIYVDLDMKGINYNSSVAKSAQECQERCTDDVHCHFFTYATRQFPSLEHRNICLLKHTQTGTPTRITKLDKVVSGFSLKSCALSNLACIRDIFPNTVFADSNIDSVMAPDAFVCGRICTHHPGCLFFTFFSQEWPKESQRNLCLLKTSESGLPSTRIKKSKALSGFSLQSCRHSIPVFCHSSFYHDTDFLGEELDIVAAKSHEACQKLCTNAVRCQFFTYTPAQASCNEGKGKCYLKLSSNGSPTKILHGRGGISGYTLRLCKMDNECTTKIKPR
# Target sequence (P03951 388-625 limits assumed): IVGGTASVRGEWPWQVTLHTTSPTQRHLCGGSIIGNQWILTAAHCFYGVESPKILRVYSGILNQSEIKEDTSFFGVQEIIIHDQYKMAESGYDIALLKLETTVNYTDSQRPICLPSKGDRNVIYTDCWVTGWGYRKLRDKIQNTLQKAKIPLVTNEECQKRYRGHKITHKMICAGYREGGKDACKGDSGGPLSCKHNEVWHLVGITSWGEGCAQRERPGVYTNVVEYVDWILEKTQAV
# KLK5 inh: human KLK5 protease inhibitors, primary screen, biochemical, 1536-well; Kallikrein-5 (Homo sapiens), Q9Y337; recombinant hK5, fluorogenic AMC substrate cleavage; inhibition, % at 5 µM; 210,000 tested, 0.59% active; AID 873, 2007;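 active means inhibition of 40% or more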;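 further: 0% = enzyme controls without compound and 100% = no-enzyme blanks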
# Hck-Nef inh: inhibitors of Nef-activated human Hck kinase, primary screen, biochemical, Z-Lyte FRET, 384-well, Hck-YEEI; 220,000 tested, 0.68% active; AID 463187, 2010; inhibition, % at 20 µM; Recombinant Hck-YEEI plus Nef, Z-Lyte FRET kinase assay;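 active means Hck-Nef kinase inhibition above about 50%, limit read from the data; inactive means inhibition below that limit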;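 further: 0% = DMSO with Hck plus Nef and 100% = Hck alone without Nef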
# Rad51 HR inh: human RAD51 strand exchange inhibitors, primary screen, biochemical, fluorescence | 200,000 tested, 0.085% active | inhibition, % at 10 µM | hRad51 DNA strand exchange, fluorescence dequenching | DNA repair protein RAD51 homolog 1 (Homo sapiens), Q06609;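 active means inhibition above 40% at the single screening dose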;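 further: 0% = DMSO control wells and 100% = blanks with heterologous ssDNA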
# Target sequence (Q06609 whole entry, looked up): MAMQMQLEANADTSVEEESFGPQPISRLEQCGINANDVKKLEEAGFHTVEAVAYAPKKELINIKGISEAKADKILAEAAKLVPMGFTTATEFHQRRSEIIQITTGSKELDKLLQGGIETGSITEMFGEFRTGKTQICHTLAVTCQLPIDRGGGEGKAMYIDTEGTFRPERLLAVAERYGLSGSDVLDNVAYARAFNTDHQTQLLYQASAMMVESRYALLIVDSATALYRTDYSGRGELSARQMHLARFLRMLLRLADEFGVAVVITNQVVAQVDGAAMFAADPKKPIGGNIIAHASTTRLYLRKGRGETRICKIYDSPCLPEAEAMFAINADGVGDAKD
#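 Material: Human Rad51 nucleoprotein filaments preassembled on unlabelled ssDNA | Also added: Labelled 47-mer dsDNA for strand exchange | Dosing: Single dose, 10 µM final compound | Schedule: 30-min compound preincubation and 15-min exchange, both room temperature | Technique: Fluorescence dequenching at 485/520 nm | Measure: Percent inhibition relative to plate controls and blanks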
# Thrombin inh: human alpha-thrombin inhibitors, primary screen, counter-screen for coagulation protease inhibitor project, biochemical, 1536-well, fluorogenic AMC substrate; Prothrombin (Homo sapiens), P00734; Boc-VPR-AMC fluorogenic substrate cleavage; inhibition, % at 5 µM; 220,000 tested, 0.26% active;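 active means inhibition at or above 40%; inactive means inhibition below 40%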;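 further: 0% = enzyme with no compound and 100% = wells without enzyme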
#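 System: Human alpha-thrombin protein | Medium: pH 7.5 Tris (50 mM) with NaCl 150 mM, Tween 20 0.05% | Times: Enzyme reaction carried out at room temperature | Detection: AMC fluorescence, 355/460 nm | Evaluation: Percent inhibition scaled between no-compound controls and no-enzyme blanks | Benchmarks: Enzyme without compound as high, wells lacking enzyme as low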
# L929 necroptosis: inhibitors of zVAD-triggered necroptosis, primary screen, L929 cells; 220,000 tested, 0.38% active; AID 1377, 2008; viability rescue, % at 10 µM; L929 zVAD necroptosis rescue, ATP luminescence, 24 h; with zVAD 60 µM;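 active means activation, scaled between plate controls, above about 75%, limit read from the data; inactive means activation under that limit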;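 further: 0% = zVAD with DMSO and 100% = DMSO alone without zVAD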
# Active calls of the source: *; i = inactive; . = no result given. Not all compounds are listed, so the mix of outcomes need not match the whole.
SMILES,Cl transport mod,FXIIa inh 1536,TNF necrop inh,FXIa inh,KLK5 inh,Hck-Nef inh,Rad51 HR inh,Thrombin inh,L929 necroptosis
COc1ccc(CCNC(=O)CSCc2ccc(Cl)cc2)cc1OC,-0.018,9,1.4,8,-26,5,1,-1,0.5
CC(=O)Nc1ccc(N2CCOCC2)c(Cl)c1,1.2,11,0.9,-3,-3,12,25,4,15
O=C(CCCC(=O)OCC(=O)c1ccc(F)cc1)Nc1cc(C(F)(F)F)ccc1Cl,-2.3,16,0.4,3,-3,3,-8,0,0.1
COc1ccc(NC(=O)N2CCCCC2c2cccnc2)cc1 (stereo unspecified),0.44,7,1.0,1,-12,5,17,-4,1.1
CC(=O)NC1CC2CCCC(C1)N2C(=O)Nc1ccc(Cl)c(C(F)(F)F)c1 (stereo unspecified),0.56,2,-1.2,6,4,5,0,3,0.1
O=C(COc1ncnc2ccccc12)N1CCN(c2ccccc2)CC1,0.03,9,-1.0,-4,5,26,2,-4,3.1
COC(=O)CN1C(=S)N(c2ccc(OC)cc2)C(=O)C1CC(=O)Nc1ccc(F)cc1 (stereo unspecified),0.51,2,1.6,-6,-4,20,.,3,1.4
CC(Cc1ccccc1)NC(=O)c1cc([N+](=O)[O-])ccc1Cl (stereo unspecified),-2,0,2.6,-12,3,-13,-15,-16,0.9
Cc1ccccc1-n1nnnc1-c1ccccc1,-0.82,-1,0.1,0,19,4,-3,0,-0.3
COc1ccc(-n2c(C)nn(CC3CC3)c2=O)cc1,-1.1,-9,68*,-8,-28,-3,8,-1,4.1
O=c1c(Cl)c(Cl)cnn1Cc1ccc(F)cc1,-3.2,52*,-6.1,38,28,10,-6,22,55
CC(C)c1onc(C(=O)N2CCC(C(N)=O)CC2)c1[N+](=O)[O-],2,-1,1.2,-4,-4,11,14,-12,1.8

# Ordered by value in FXIIa inh 1536 (rising): some entries from above
Structure	Cl transport mod	FXIIa inh 1536	FXIa inh	KLK5 inh	Hck-Nef inh	Rad51 HR inh
CC(=O)NC1CC2CCCC(C1)N2C(=O)Nc1ccc(Cl)c(C(F)(F)F)c1 (stereo unspecified)	0.56	2	6	4	5	0
COc1ccc(CCNC(=O)CSCc2ccc(Cl)cc2)cc1OC	-0.018	9	8	-26	5	1
O=c1c(Cl)c(Cl)cnn1Cc1ccc(F)cc1	-3.2	52*	38	28	10	-6

# Next compounds.
SMILES,Cl transport mod,FXIIa inh 1536,TNF necrop inh,FXIa inh,KLK5 inh,Hck-Nef inh,Rad51 HR inh,Thrombin inh,L929 necroptosis
COc1ccccc1-c1nnc(N)s1,-0.56,6,-0.3,-2,1,25,1,-8,42
C=CCNC(=O)c1ccccc1NC(=O)Nc1ccccc1,-0.86,18,1.1,5,4,2,-1,1,0.0
O=C(CSc1nncn1-c1ccccc1)NC1CCCc2ccccc21 (stereo unspecified),-5,27,-1.0,23,-9,4,.,5,0.6
Cc1noc(C)c1-c1nnc(-c2ccc(C(F)(F)F)cc2)o1,.,5,-0.9,-1,-3,3,6,-5,-0.1
OCC1(Cc2ccccc2)CCN(Cc2cnn(-c3ccccc3F)c2)CC1,0.53,10,3.4,-1,5,23,i,-5,0.1
COC(=O)c1c(NC(=O)C(C)C)sc2c1C(C(=O)OC)CC2 (stereo unspecified),1.4,11,-2.4,6,-12,7,-6,-1,-0.2
CN(c1ccccc1C(=O)Nc1cccnc1)S(C)(=O)=O,0.05,11,-0.1,-13,-21,0,-3,-1,0.3
COc1ccc(-c2nc(CS(=O)CC(=O)NC3CCCc4ccccc43)c(C)o2)cc1OC (stereo unspecified),.,13,-0.7,2,-14,2,-11,-3,0.8
COc1ccc(Cl)cc1C(=O)Nc1ccc2c(c1)OCO2,-0.49,11,1.6,-4,-5,4,-8,0,0.1
CCc1c(O)nc(SCC(=O)Nc2ccc(C)cc2)n(C2CCCCC2)c1=O,.,12,1.2,20,31,2,4,19,5.3
O=C(COC(=O)c1ccc(S(=O)(=O)N2CCCC2)cc1)NCc1ccc(F)cc1,-0.59,2,-0.4,-4,1,0,-3,-6,-0.1
CCC1=C(OC(=O)N(CC)CC)N2C(=O)OC(=NCC3CC3)[C@]2(C)[C@H]2C1=CC[C@H]1C(=O)N(CC(=O)OC)C(=O)[C@H]12,0.7,7,3.0,3,4,31,0,0,0.8
CCn1c(=S)[nH]c2cc(S(=O)(=O)N3CCCCC3)ccc21,1.5,5,-9.4,3,-21,3,2,1,0.1
COc1ccccc1/C=C/C=N\N1CCN(Cc2ccccc2Cl)CC1,-0.55,15,1.6,9,-4,1,.,1,1.0
c1ccc(-c2nc3ccccc3nc2-c2ccccn2)nc1,0.12,5,0.1,2,-7,-8,-11,-2,0.8
CCCn1cnc2c(c1=O)c1nc3ccccc3nc1n2CCc1ccccc1,-0.67,0,-4.6,2,-19,3,7,0,-0.1
Cc1ccc(C(=O)NCCc2ccccn2)cc1S(=O)(=O)N1CCOCC1,0.34,8,0.4,-3,-3,24,2,-2,-0.5
CCOc1cc(C(C#N)N2CCCCC2)ccc1OC (stereo unspecified),0.49,-8,-0.7,-8,-19,1,7,3,0.0
COc1ccc(C2CC3(CC(C)(C)NC(=S)N3)Oc3cc(O)cc(C)c32)cc1 (stereo unspecified),-0.27,9,1.0,8,-1,3,.,3,2.1
CNC(=O)C1(CC(C)C)C=CCN1C(C)=O (stereo unspecified),1.4,-1,1.1,-9,-9,-2,-5,-1,3.4
COc1cc(O)c(C(CCN2CCCCC2)c2ccc3c(c2)OCO3)c(OC)c1 (stereo unspecified),-0.047,8,4.5,1,4,29,-5,1,-0.1
CC(=O)Nc1ccccc1N(C)S(=O)(=O)c1ccc(C)cc1,0.69,0,-12,-10,11,2,-3,-3,0.5
Cc1ccccc1-n1cnc2cc(NCc3cccs3)ccc21,-1.3,19,-5.7,12,40*,1,-34,41*,0.6
COc1ccc(C(=O)Nn2c(SCC(=O)N3CCC(C)CC3)nc3ccccc3c2=O)cc1,.,-1,-2.1,1,-1,0,-10,-2,-0.4
Cc1nc2ccccc2c(=O)n1N,-1,18,-0.1,4,11,3,-3,4,1.2
COc1cc(OC)cc(-n2nnnc2SCC(=O)NCc2cccs2)c1,-0.87,7,-0.1,-3,-3,20,-5,-5,-0.1
CCCc1nc2ccccc2c(=O)n1NC(=O)c1c(O)c2ccccc2n(C)c1=O,.,3,-1.0,-1,2,22,-5,-2,29
CN(c1cccc(NC(=O)Nc2ccc(Cl)cc2)c1)S(C)(=O)=O,-1.5,7,-10,-2,3,0,.,-3,8.0
N#C/C(=N\Nc1ccc(S(=O)(=O)N2CCCCC2)cc1)C(N)=S,0.67,10,0.2,6,-11,15,5,-6,11
COC(=O)CC1=C(C(=O)OC)C(c2ccncc2)C(C#N)=C(N)O1 (stereo unspecified),-1.9,5,-6.5,-4,-6,-10,10,-3,-0.6
Cc1cc(C)c(-n2nnnc2SCC(=O)c2cccs2)c(C)c1,0.58,3,-1.9,3,-11,1,18,-5,-0.5
CC(=O)Nc1ccc(NC(=O)N2CCCCC2)cc1,.,17,0.2,7,-6,0,-3,-6,1.6
CC(C)Oc1ccc(CCNC(=O)CC2C(=O)NCCN2C)cc1 (stereo unspecified),0.45,4,2.0,2,2,13,-1,2,0.8
COc1ccc(-c2nc(C=O)cs2)cc1,-0.026,10,-2.7,1,2,29,9,1,0.4
Cc1ccc(NC(=S)NCCc2c[nH]c3ccccc23)c(C)c1,-1.8,7,-21,-6,-7,15,18,3,0.1
COc1ccc(CCNC(=O)CSc2nc3cc(Cl)ccc3o2)cc1OC,-0.26,13,-0.6,1,-5,2,10,4,-0.4
Cc1ccc(C(=O)N/C(=C/c2cccnc2)C(=O)O)cc1,0.52,8,0.4,2,-10,2,-18,-5,0.9
O=C(/C=C\c1ccccc1)Oc1cccc2cccnc12,-1.6,3,-12,-4,-5,24,-62,-17,1.0
C1CCN(CCCNC2C3CC4CC(C3)CC2C4)C1 (stereo unspecified),0.38,2,5.2,-6,-5,-1,2,-9,2.9
O=C(O)C1=C[C@@H](c2coc3ccccc3c2=O)C[C@@H](OCCCCO)O1,-0.48,-1,0.6,-5,-1,1,-1,-6,-0.7
Cc1ccccc1NC(=O)c1ccccn1,-0.66,14,0.4,-1,4,19,12,4,0.7
O=C(CCC(=O)OCC(=O)c1ccc(Br)cc1)NC1CCCCC1,.,-2,1.1,2,3,2,5,3,1.3
CCC(=O)NC(NC(=O)CC)C(Cl)Cl,-0.082,10,-1.3,0,-3,3,2,-1,0.1
CCOC(=O)NCC(C)(C)CNC(=O)OCC,0.23,6,-0.8,-9,-20,2,3,0,-0.1
Cn1ccnc1C(=O)c1cc(SCC(=O)NC2CC2)nc2ccccc12,0.12,10,-2.4,-4,2,-10,-1,1,0.3
Cc1ccc(S(=O)(=O)N2CCC(C(=O)NCCN3CCCCCC3)CC2)cc1,-0.0083,-2,-0.2,-10,-38,1,4,3,0.2
COc1ccc(/C=N/NC(=O)c2ccc3nc[nH]c3c2)cc1,0.049,-3,-2.7,-3,-3,10,-21,-8,2.8
CC(=O)c1cnc(-c2ccccc2Cl)s1,.,10,-0.8,3,15,22,-5,1,2.3
CCc1cc(/C(Cc2ccc3ccccc3n2)=N\O)c(O)cc1O,-3.5,19,-9.7,2,8,2,2,1,0.8
CCc1ccc(NC(=O)COC(=O)/C(=C/c2ccccc2OC)c2ccccc2)cc1,0.16,8,0.7,5,-5,-3,-5,-6,1.4
CCn1c(SCC(=O)Nc2ccccc2OC)nnc1-c1cnccn1,-0.7,11,-0.3,-3,0,0,-3,0,-0.3
C/C(=N\NC(=O)c1cccnc1)c1ccc(-c2ccccc2)cc1,0.6,3,-0.5,-11,1,19,14,-4,1.3
CC(C)Cc1nnc(NC(=O)CCC(=O)N2CCN(S(=O)(=O)c3ccccc3)CC2)s1,-0.36,3,1.1,-6,-15,4,2,-9,-0.1
O=C1NC2(CCCCC2)C(=O)N1CCN1C(=O)c2ccccc2C1=O,-2.4,.,-0.3,-3,2,-31,0,-2,4.3
O=c1c2cc(Cl)ccc2[nH]c(=S)n1Cc1ccccn1,9.9*,8,1.7,12,9,-1,7,-2,0.7
O=c1oc2ccc(Cl)cc2cc1-c1ccccc1,0.068,2,0.7,-5,-2,1,18,-7,-0.7
